NadD block – inhibitors of Staphylococcus aureus NadD | purified NadD enzyme, colorimetric absorbance read-out | inhibition, % at 20 µM | hit rate 0.78% among 360,000 | AID 602399; in the data active means inhibition above about 26%; further: some compounds past the cut are filed as inactive
MLLE-PAM2 inh – inhibitors of microRNA-mediated deadenylation, human PABP1 MLLE binding; P11940; GST-MLLE / FITC-PAM2 fluorescence polarization; inhibition, % at 20 µM; hit rate 0.36% among 360,000; in the data active means inhibition above about 35%, passing the limit was not always enough;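 further: plate controls were DMSO wells with GST-MLLE for no effect and wells lacking GST-MLLE protein for full effect; some results filed as inactive read as strong as hits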
Target sequence (P11940 whole entry, looked up): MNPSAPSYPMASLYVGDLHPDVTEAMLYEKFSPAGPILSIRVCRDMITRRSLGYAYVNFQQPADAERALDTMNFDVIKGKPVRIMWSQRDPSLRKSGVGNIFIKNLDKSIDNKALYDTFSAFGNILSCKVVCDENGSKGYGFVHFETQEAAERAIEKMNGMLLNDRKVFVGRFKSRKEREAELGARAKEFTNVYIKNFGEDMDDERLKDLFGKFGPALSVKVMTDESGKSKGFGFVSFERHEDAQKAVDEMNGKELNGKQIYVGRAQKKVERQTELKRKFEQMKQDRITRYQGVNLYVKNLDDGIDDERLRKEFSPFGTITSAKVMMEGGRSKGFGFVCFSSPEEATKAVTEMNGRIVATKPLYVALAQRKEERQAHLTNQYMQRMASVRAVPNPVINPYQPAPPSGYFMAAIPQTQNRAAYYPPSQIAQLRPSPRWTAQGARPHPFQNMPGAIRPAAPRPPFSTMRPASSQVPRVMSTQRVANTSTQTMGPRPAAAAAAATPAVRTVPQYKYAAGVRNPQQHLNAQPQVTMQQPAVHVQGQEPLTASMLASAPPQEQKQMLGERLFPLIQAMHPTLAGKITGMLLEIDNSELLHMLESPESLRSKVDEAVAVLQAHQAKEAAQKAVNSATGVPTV
STEP inh – blocks human striatal-enriched tyrosine phosphatase; P54829; recombinant STEP, OMFP fluorogenic substrate, fluorescence; inhibition, % at 20 µM; hit rate 0.25% among 360,000;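 active means inhibition at 20 µM, scaled per plate between control wells, above about 37%, limit read from the data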;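 further: 0% = DMSO with enzyme and substrate and 100% = substrate only without enzyme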
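medium = Bis-Tris buffer pH 6.0, 2.5 mM DTT, 0.005% Tween 20 | test system = STEP (striatal-enriched tyrosine phosphatase) enzyme, cell-free | measure = normalized % inhibition | compound dosing = 20 µM, 1% DMSO | also added = 25 µM OMFP | schedule = reaction 20 min, ambient temperature | measured by = fluorescence read at 480 nm ex / 540 nm em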
DNMT1 block – blocks human DNA methyltransferase DNMT1 | DNMT1 molecular beacon, Hinp1I cleavage, fluorescence | inhibition (reported as % activation of signal), % at 10 µM | hit rate 0.83% among 360,000 | AID 588458; in the data active means inhibition above about 50%
SUMO1 PPI mod – SUMO1-SIM interaction modulation; hit rate 0.33% among 360,000; inhibition, % at 20 µM; P63165; SUMO1 binding to a labelled peptide, TR-FRET, 1 h; in the data active means inhibition above about 37%
Target sequence (P63165 whole entry, looked up): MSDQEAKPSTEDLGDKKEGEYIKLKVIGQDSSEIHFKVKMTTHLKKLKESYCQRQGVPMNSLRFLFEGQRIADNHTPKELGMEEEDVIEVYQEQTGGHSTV
CSN deneddyl inh – CSN deneddylation inhibition | Purified CSN, SCF-Nedd8-OG deneddylation, fluorescence polarization | inhibition, % at 12.5 µM | hit rate 0.38% among 360,000 | AID 651999;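 active means pattern-corrected inhibition above about 35%, with an unprinted fluorescence ratio check between 0.5 and 1.5, limit read from the data, passing the limit was not always enough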;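 further: 0% = enzyme with substrate and 100% = substrate without enzyme; some results filed as inactive read as strong as hits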
Target sequence (Q92905 whole entry, looked up, one chain of several): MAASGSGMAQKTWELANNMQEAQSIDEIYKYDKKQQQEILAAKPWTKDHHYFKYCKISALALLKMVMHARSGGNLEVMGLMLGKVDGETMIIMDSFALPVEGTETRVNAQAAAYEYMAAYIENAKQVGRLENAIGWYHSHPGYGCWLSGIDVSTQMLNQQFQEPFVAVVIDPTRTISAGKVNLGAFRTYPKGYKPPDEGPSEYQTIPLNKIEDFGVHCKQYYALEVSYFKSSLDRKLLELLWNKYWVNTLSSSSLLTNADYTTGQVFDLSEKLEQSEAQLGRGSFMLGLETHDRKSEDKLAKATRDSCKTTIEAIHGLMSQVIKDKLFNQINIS
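Detection – fluorescence polarization · System – HEK293T-derived human Csn5 enzyme · Controls – substrate-only high control, full reaction low control · Timing – 90 min, room temperature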
LMPTP inh – LMPTP (human) inhibition. P24666. recombinant LMPTP-A, OMFP fluorogenic substrate, fluorescence intensity. inhibition, % at 20 µM. hit rate 0.22% among 360,000;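 active means compounds that cut the enzyme signal by at least half of the control window in the single-dose screen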;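 further: plate controls were DMSO wells with enzyme plus substrate for no effect and substrate without enzyme for full effect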
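Assay system: LMPTP-A enzyme. Input: 0.625 nM LMPTP-A final. Probe or stimulus: 400 µM OMFP. Compound dosing: single 20 µM dose. Schedule: 50 min dark incubation at room temperature. Detection: fluorescence intensity of OMFP turnover product. Read-out: percent inhibition versus substrate-only and uninhibited controls. Benchmarks: no-enzyme low control, uninhibited high control.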
Scp-1 inhibitor – Scp-1 (human) phosphatase inhibition; Q9GZU7; Recombinant Scp1, phosphopeptide, malachite green phosphate absorbance; inhibition, % at 20 µM; hit rate 0.88% among 340,000; AID 493091;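 active means inhibition above about 50% at 20 µM, limit read from the data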;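 further: plate controls were DMSO wells with enzyme for no effect and wells lacking enzyme for full effect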
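System: SCP-1 catalytic domain; Reagent: Phospho 17-mer peptide substrate; Doses: one concentration, 20 µM, with 1.0% DMSO; Incubation: 45 min room-temperature reaction, 5 min colour, 30 min stabiliser; Signal: Phosphate-binding colour reagent, absorbance read at 630 nm.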
Rpn11 block – Rpn11 (human) deubiquitinase inhibition; calls only at 20 µM; human 26S proteasome, Ub4-pepOG fluorescence polarization; 20S core pre-blocked with epoxomicin; hit rate 0.59% among 360,000; O00487;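 active means inhibition at 20 µM, scaled to each plate's controls, above about 33%, limit read from the data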
Tb MetRS inh – Trypanosoma brucei MetRS inhibition | purified T. brucei MetRS, ATP depletion, Kinase-Glo luminescence | inhibition, % at 11.9 µM | hit rate 0.4% among 360,000;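 active means inhibition above a per-plate cutoff of the control wells' mean inhibition plus 3 SD, cut at about 5.5% in these data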;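 further: 0% = DMSO wells median and 100% = median of wells with control inhibitor compound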
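Material: T. brucei methionyl-tRNA synthetase, purified; reagent: substrates ATP, L-methionine and bulk Escherichia coli tRNA; dosing: 11.9 µM single point; timing: 15 min plus 2 h at 25 °C; detection: luminescence of leftover ATP; evaluation: % inhibition; control set: DMSO-only wells as low control; replicates: singlicate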
Starred values were filed as active, the others as inactive; i = inactive; nt = no result given; + = active, no number. This is a random part of the collection (roughly 3.6% active in at least one column).

SMILES | NadD block | MLLE-PAM2 inh | STEP inh | DNMT1 block | SUMO1 PPI mod | CSN deneddyl inh | LMPTP inh | Scp-1 inhibitor | Rpn11 block | Tb MetRS inh
N#Cc1c(NC(=O)CSc2ncc(-c3ccccc3)n2CC2CCCO2)sc2c1CCCC2 (stereo not drawn) | 5.4 | -5.7 | 4.8 | -5.2 | -0.2 | -0.8 | 2.7 | 5.7 | i | -0.4
O=C(CN1N=C(c2ccc(Cl)cc2)CCC1=O)NCc1cccnc1 | 4.1 | 4.5 | 0.8 | -1.4 | -4.2 | -8.8 | -1.6 | -0.2 | i | 0.1
COc1cc(CN2CCN(C3CCC3)CC2CCO)cc(OC)c1 (stereo not drawn) | -3.0 | 6.2 | 4.1 | 1.8 | 4.8 | 1.3 | 0.0 | -10.2 | i | -1.6
COc1ccc(NC(=O)Cn2c(-c3ccc(OC)cc3)cn(-c3ccc(C)cc3)c2=O)cc1 | -2.7 | -57.4 | -0.7 | -10.9 | 5.2 | 6.0 | -0.8 | -4.3 | + | 0.0
NNC(=S)NCc1ccco1 | -0.7 | 7.1 | 0.3 | -1.7 | -7.0 | 3.1 | -0.7 | -0.4 | i | -0.7
COc1ccc(NC(=O)COC(=O)Cc2c(F)cccc2Cl)cc1 | -7.0 | 9.7 | 1.9 | -2.1 | 2.3 | -0.5 | -0.6 | -9.2 | i | 2.0
COc1cccc(CC2(CO)CCCN(Cc3cn[nH]c3C3CCCCC3)C2)c1 (stereo not drawn) | -11.7 | 13.4 | -3.2 | -2.2 | 1.5 | -2.9 | 0.7 | 4.1 | i | -0.4
CC1=C(C(=O)Nc2ccccc2C(=O)NC2CCCCC2)SCCO1 | 0.0 | 3.0 | -0.4 | -0.9 | 0.9 | -5.7 | -0.2 | -2.2 | i | 0.1
CN(CC(=O)NCCc1ccc(F)cc1)Cc1cccc(Cl)c1 | 4.8 | 12.5 | 1.6 | -5.0 | 4.3 | 3.8 | 0.3 | -4.1 | i | -0.6
Cc1noc(C)c1S(=O)(=O)N(C)Cc1ccccc1 | -8.2 | -0.8 | -1.4 | 0.6 | -3.0 | 8.8 | 2.0 | 5.2 | i | -1.0
O=[N+]([O-])c1ccc(N2CCN(c3ccccc3O)CC2)cc1 | 5.9 | 5.4 | -2.0 | -3.6 | -11.6 | -5.3 | -0.5 | -7.7 | i | -0.5
CCn1cnc2scc(-c3ccccc3)c2c1=O | -1.4 | -2.5 | 2.1 | -2.3 | 0.9 | -0.4 | -1.1 | -14.7 | i | -0.2
Cc1cccc(NC(=O)c2cccc(NC(=O)c3ccco3)c2)c1C | -9.7 | 6.0 | 1.1 | -4.2 | 0.1 | 0.6 | -0.9 | -13.3 | i | -0.6
CCNCCC(=O)N1c2ccccc2Sc2ccc(NC(=O)OCC)cc21 | -5.0 | -11.3 | -1.9 | 2.4 | -2.0 | 2.0 | -0.1 | 0.3 | i | -1.9
CC1(c2ccccc2)NC(=O)N(CC(=O)Nc2ccccc2C(=O)N2CCCCC2)C1=O (stereo not drawn) | 2.5 | 1.7 | 1.2 | 0.1 | 1.0 | 9.5 | 1.4 | -0.4 | i | -0.3
COc1ccc(C(=O)N(c2ccc(C)cc2)C2C=CS(=O)(=O)C2)cc1OC (stereo not drawn) | -2.1 | -3.7 | 1.1 | 3.7 | -2.7 | 5.9 | 1.8 | -6.5 | i | -0.5
CC(C)NC(=O)C1(C)CSCC(=O)N1Cc1cccc(F)c1 (stereo not drawn) | nt | nt | nt | nt | 3.2 | 3.0 | 0.7 | nt | nt | 0.5
Cn1nc(C(=O)OCC(=O)Nc2ccc3ccccc3c2)c2ccccc2c1=O | -8.4 | -17.7 | -0.9 | -0.1 | -5.0 | 3.0 | -0.2 | -8.0 | i | 0.3
COc1ccccc1NC(=O)C1=C(C)NC(=O)NC1c1ccc(C)s1 (stereo not drawn) | 12.2 | 8.2 | -1.5 | -5.3 | 5.0 | 0.5 | -0.9 | -10.7 | i | 0.0
CCc1ccc(OCCCC(=O)Nc2ccc(S(N)(=O)=O)cc2)cc1 | -8.5 | -10.4 | -0.5 | -4.6 | -0.4 | -7.3 | 1.1 | -0.5 | i | 0.0
Cc1ccc(S(=O)(=O)N2CCN(C(=O)c3ccccc3-c3nc4ccccc4s3)CC2)c(C)c1 | -0.4 | -7.5 | 2.4 | -10.1 | -35.4 | 1.2 | -6.2 | -5.7 | i | -0.6
O=C(COC(=O)Cc1ccccc1F)NNC(=O)c1ccc(Cl)cc1 | -0.8 | -9.7 | 3.1 | 3.1 | 1.6 | 1.5 | -1.3 | 5.2 | i | 0.1
COc1ccc(/C(O)=C2/C(=O)C(=O)N(CC3CCCO3)C2c2cccc(O)c2)cc1 (stereo not drawn) | -7.5 | 5.8 | 0.3 | -1.3 | -5.7 | -3.3 | -1.6 | 14.1 | i | -0.2
COc1ccc(CNC(=O)C2CCN(C(=O)N3CCOc4ccc(C)cc43)CC2)cc1 | 2.1 | -19.4 | 2.7 | 0.2 | 0.2 | 4.9 | -1.0 | -11.3 | i | -0.2
CC(C)CC(=O)Nc1c2c(nn1-c1ccc(F)cc1)CS(=O)(=O)C2 | -5.7 | -2.5 | -4.9 | 2.0 | 0.9 | -2.5 | -1.6 | -15.6 | i | -0.8
CC(C)OC(=O)CCNc1n[nH]c(=O)[nH]c1=O | -0.3 | 5.4 | -0.9 | 5.2 | -2.0 | 2.0 | -2.3 | -2.2 | i | -1.2
CCn1c(SCC(N)=O)nc2c(c1=O)C1(CCCC1)Cc1ccccc1-2 | -4.4 | -1.1 | -4.2 | -3.4 | -2.7 | -3.9 | 0.7 | -13.9 | i | -0.8
O=C(Cc1ccccc1)NCC1OCCc2ccccc21 (stereo not drawn) | 2.3 | 13.9 | -3.1 | 1.2 | 1.9 | -3.1 | -0.5 | -4.4 | i | -0.6
Cc1cc(C)c2cc(CN(Cc3nnnn3Cc3ccc(F)cc3)C3CCCC3)c(=O)[nH]c2c1 | -0.4 | 2.6 | 1.0 | -3.2 | 5.9 | 2.7 | 1.3 | -2.7 | i | -0.4
CN(C)S(=O)(=O)Oc1cc(Cl)ccc1C(=O)Nc1ccc(F)cc1F | -4.5 | 2.4 | 4.0 | -1.9 | -2.3 | 0.2 | 0.6 | -9.9 | i | 1.0
CCCCOC(=O)CNc1n[nH]c(=S)[nH]c1=O | -0.1 | 15.8 | 1.2 | -0.1 | -6.6 | 3.6 | -2.3 | -8.7 | i | -0.8
CCOC(=O)N1CCC(NC(=O)c2ccc(CNS(=O)(=O)c3ccc(F)cc3)cc2)CC1 | -4.8 | 5.7 | -0.7 | 0.2 | -1.7 | 1.7 | -1.1 | -3.9 | i | -1.4
O=C(CCCC(=O)N(CC(=O)NC1CCCCC1)c1cccc(F)c1)Nc1ccccn1 | 0.3 | 5.3 | 0.5 | 0.3 | -3.9 | 0.2 | 0.0 | 1.8 | i | -0.1
Cc1ccc(C(C)C)c(OCC(=O)NC(=S)Nc2ccccc2N2CCOCC2)c1 | 2.2 | 17.1 | -0.6 | 0.3 | 3.2 | 1.4 | 1.1 | -7.8 | i | -0.3
Cc1c(C(O)CN2CCC(C(N)=O)CC2)c2ccccc2n1C (stereo not drawn) | 16.1 | 0.4 | -0.5 | 0.1 | -0.6 | 2.2 | 0.0 | 15.9 | i | -0.4
Cc1cc(S(=O)(=O)Nc2c(NC3CCCCC3)c3ccccc3oc2=O)ccc1F | 4.2 | 20.2 | 0.5 | -4.1 | 0.7 | -1.3 | 1.8 | -6.8 | i | 0.1
CC(=O)c1ccc(N2CCN(C(=O)C3CCN(S(=O)(=O)c4ccc5c(c4)CC(C)N5C(C)=O)CC3)CC2)cc1 (stereo not drawn) | 3.1 | 0.8 | -0.5 | -2.3 | 0.9 | -7.4 | -0.3 | -1.1 | i | -0.3
Cc1ccc(NC(=O)CCC(=O)N/N=C/c2ccco2)c(C)c1 | 0.9 | 6.1 | 0.2 | 21.3 | -2.4 | 7.9 | 0.8 | 30.3 | i | -0.3
COc1cc(CNC(=O)c2cccc(COc3ccc(Cl)cc3)c2)cc(OC)c1 | -4.8 | 9.2 | -2.5 | 1.1 | -2.1 | -1.7 | 6.1 | -15.6 | i | 0.4
Cc1cc(Oc2ccc(Cl)cc2)nc(SCC(=O)c2ccccc2)n1 | 1.8 | 13.3 | -0.5 | -3.9 | 0.4 | -11.3 | 2.6 | 3.8 | i | 0.7

Some of the entries so far, comma-delimited.
smiles,NadD block,MLLE-PAM2 inh,STEP inh,DNMT1 block,SUMO1 PPI mod,CSN deneddyl inh,LMPTP inh,Scp-1 inhibitor,Rpn11 block,Tb MetRS inh
CC(C)OC(=O)CCNc1n[nH]c(=O)[nH]c1=O,-0.3,5.4,-0.9,5.2,-2.0,2.0,-2.3,-2.2,i,-1.2
CCn1c(SCC(N)=O)nc2c(c1=O)C1(CCCC1)Cc1ccccc1-2,-4.4,-1.1,-4.2,-3.4,-2.7,-3.9,0.7,-13.9,i,-0.8
O=C(Cc1ccccc1)NCC1OCCc2ccccc21 (stereo not drawn),2.3,13.9,-3.1,1.2,1.9,-3.1,-0.5,-4.4,i,-0.6

Carrying on:
SMILES | NadD block | MLLE-PAM2 inh | STEP inh | DNMT1 block | SUMO1 PPI mod | CSN deneddyl inh | LMPTP inh | Scp-1 inhibitor | Rpn11 block | Tb MetRS inh
CCOC(=O)CC(=O)CSc1nc2c(c(C)c1C#N)CCC2 | -5.3 | 15.9 | -3.7 | 0.5 | 0.8 | 6.3 | -0.4 | 0.0 | i | -0.3
CC(=O)Nc1ccc(NC(=O)COc2c(C)cc(Br)cc2C)cc1 | -7.5 | -0.2 | 1.7 | 0.3 | 3.5 | -3.4 | 0.8 | -10.4 | i | 0.6
CN(CCc1ccccc1)C(=O)c1cccc(NC(=O)Cc2cccc(NC(=O)C3CCN(C(=O)C4CCC4)CC3)c2)c1 | 7.5 | 6.8 | 1.4 | -3.8 | -6.7 | -1.2 | -0.1 | -8.3 | i | 0.6
CCOC(=O)C1CCN(C(=O)C2(NC(=O)Nc3ccccc3Cl)CCCCC2)CC1 | 0.6 | -2.2 | 2.2 | 0.2 | 1.0 | -6.2 | -0.1 | -5.2 | i | -0.2
